High-throughput results from PubChem.
TbMetRS inhib – T. brucei MetRS inhibitors, primary screen, biochemical, luminescence | AID 624268, 2012 | inhibition, % at 11.9 µM | purified T. brucei MetRS, ATP depletion, Kinase-Glo luminescence | hit rate 0.4% among 360,000;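 active = inhibition above a per-plate cutoff of the control wells' mean inhibition plus 3 SD, cut at about 5.5% in these data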;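 also: 0% = DMSO wells median and 100% = median of wells with control inhibitor compound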
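assay system = parasite MetRS enzyme | timing = 15 min preincubation, 2 h reaction, all 25 °C | evaluation = percent inhibition relative to median high and low control wells | medium = HEPES buffer containing pyrophosphatase, BSA, spermine, DTT | compound = single dose, 11.9 µM final nominal, 0.9% final DMSO | detection = Kinase-Glo luminescence, ATP depletion format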
CendR NRP1 mod – modulators of CendR peptide binding to NRP-1, primary screen, biochemical, fluorescence polarization, uHTS | Neuropilin-1 (Homo sapiens), O14786 | FAM-RPARPAR peptide binding to NRP-1 | inhibition, % at 25 µM | hit rate 0.85% among 360,000;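 active = inhibition or corrected inhibition above about 18%, plus a signal ratio from 0.5 to 1.5, limit read from the data, passing the limit was not always enough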; also: strong numbers were not always called active
SKN-1 block – suppressors of acrylamide-induced Pgst-4::GFP reporter in worms, primary screen, SKN-1 inhibitor project, whole organism, uHTS, GFP/RFP fluorescence ratio, strain VP596 | C. elegans VP596 Pgst-4::GFP/RFP ratio, 24 h | AID 624304, 2012 | inhibition, % at 21.8 µM | hit rate 0.49% among 360,000;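 active = interference check ratio from 0.5 to 1.5 plus GFP to RFP signal ratio inhibition reaching or exceeding a fixed threshold, cut at about 30% in these data, passing the limit was not always enough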; also: some compounds called inactive have numbers as strong as hits
DNMT1 inh – human DNMT1 methyltransferase inhibitors, primary screen, biochemical, molecular beacon, fluorescence, HinP1I cleavage, uHTS. AID 588458, 2011. hit rate 0.83% among 360,000. inhibition (reported as % activation of signal), % at 10 µM; in the data active = inhibition above about 50%
NadD block – inhibitors of S. aureus NadD, primary screen, biochemical, colorimetric, uHTS; purified NadD enzyme, colorimetric absorbance read-out; inhibition, % at 20 µM; hit rate 0.78% among 360,000; AID 602399, 2012; in the data active = inhibition above about 26%; also: some compounds past the cut are filed as inactive
SUMO1 PPI mod – modulators of SUMO1 protein-protein interactions, primary screen, biochemical, uHTS | Small ubiquitin-related modifier 1 (Homo sapiens), P63165 | SUMO1 binding to a labelled peptide, TR-FRET, 1 h | inhibition, % at 20 µM | hit rate 0.33% among 360,000 | AID 602429, 2012; in the data active = inhibition above about 37%
Neddylation inh – inhibitors of cullin neddylation, primary screen, biochemical, TR-FRET, uHTS, NAE and Ubc12. hit rate 0.58% among 360,000. calls only at 25 µM. NEDD8-conjugating enzyme Ubc12 (Homo sapiens) + NEDD8-activating enzyme E1 regulatory …; in the data active = inhibition above about 36%
Scp1 inh – Scp-1 phosphatase inhibitors, primary screen, biochemical, colorimetric, uHTS. hit rate 0.88% among 340,000. Recombinant Scp1, phosphopeptide, malachite green phosphate absorbance. Carboxy-terminal domain RNA polymerase II polypeptide A small phosphatase 1 (Homo …. inhibition, % at 20 µM;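 active = inhibition above about 50% at 20 µM, limit read from the data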;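 also: plate controls were DMSO wells with enzyme for no effect and wells lacking enzyme for full effect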
Target sequence (Q9GZU7 76-261 limits assumed): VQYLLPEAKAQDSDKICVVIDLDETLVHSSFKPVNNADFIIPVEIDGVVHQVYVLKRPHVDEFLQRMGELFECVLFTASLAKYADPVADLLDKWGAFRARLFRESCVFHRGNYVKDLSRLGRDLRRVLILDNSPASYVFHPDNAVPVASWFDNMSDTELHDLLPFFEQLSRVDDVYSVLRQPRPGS
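Test system: SCP-1 phosphatase catalytic domain, residues 76-261; measured by: colorimetric phosphate reagent with accelerator and stabiliser, absorbance at 630 nm; timing: enzyme reaction 45 min at room temperature, colour 5 min, stabilisation 30 min; also added: Phosphorylated 17-residue peptide substrate; compound dosing: one concentration, 20 µM, with 1.0% DMSO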
LMPTP block – LMPTP phosphatase inhibitors, primary screen, biochemical, fluorescence intensity, uHTS; hit rate 0.22% among 360,000; recombinant LMPTP-A, OMFP fluorogenic substrate; Low molecular weight phosphotyrosine protein phosphatase (Homo sapiens), P24666; inhibition, % at 20 µM;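 active = compounds that cut the enzyme signal by at least half of the control window in the single-dose screen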;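 also: plate controls were DMSO wells with enzyme plus substrate for no effect and substrate without enzyme for full effect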
Target sequence (P24666 whole entry, looked up): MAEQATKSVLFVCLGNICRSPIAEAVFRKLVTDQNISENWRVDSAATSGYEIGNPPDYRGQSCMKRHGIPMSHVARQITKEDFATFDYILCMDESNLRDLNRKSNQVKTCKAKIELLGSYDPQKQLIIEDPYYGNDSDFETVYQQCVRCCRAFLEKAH
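Test system: LMPTP-A phosphatase enzyme. Amount: LMPTP-A at 0.625 nM final in the reaction. Reagent: OMFP substrate, 400 µM final. Times: 50 min at room temperature. Signal: endpoint fluorescence intensity from OMFP dephosphorylation. Read-out basis: % inhibition. Benchmarks: no-enzyme and uninhibited controls.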
STEP block – STEP phosphatase inhibitors, primary screen, biochemical, fluorescence intensity, uHTS; Tyrosine-protein phosphatase non-receptor type 5 (Homo sapiens), P54829; recombinant STEP, OMFP fluorogenic substrate; inhibition, % at 20 µM; hit rate 0.25% among 360,000; AID 588621, 2011;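 active = inhibition at 20 µM, scaled per plate between control wells, above about 37%, limit read from the data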;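 also: 0% = DMSO with enzyme and substrate and 100% = substrate only without enzyme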
Target sequence (P54829 whole entry, looked up): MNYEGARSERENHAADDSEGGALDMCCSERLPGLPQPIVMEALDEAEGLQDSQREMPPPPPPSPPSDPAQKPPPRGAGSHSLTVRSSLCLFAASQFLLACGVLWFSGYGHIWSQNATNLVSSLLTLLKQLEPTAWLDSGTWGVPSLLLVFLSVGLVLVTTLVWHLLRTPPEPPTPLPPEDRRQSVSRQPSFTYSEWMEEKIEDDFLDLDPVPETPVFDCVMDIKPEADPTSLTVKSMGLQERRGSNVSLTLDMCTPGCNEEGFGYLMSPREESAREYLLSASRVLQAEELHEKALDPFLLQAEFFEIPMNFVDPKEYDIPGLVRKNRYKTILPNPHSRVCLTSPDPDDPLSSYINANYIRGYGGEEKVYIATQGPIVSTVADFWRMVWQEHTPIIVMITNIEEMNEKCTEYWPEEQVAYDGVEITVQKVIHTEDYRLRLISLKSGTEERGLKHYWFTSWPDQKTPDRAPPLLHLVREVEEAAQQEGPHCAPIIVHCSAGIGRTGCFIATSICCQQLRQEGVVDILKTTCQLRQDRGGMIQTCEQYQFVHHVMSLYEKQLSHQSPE
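Measure: Control-normalized % inhibition with plate pattern correction | Test system: STEP phosphatase, cell-free reaction | Medium: pH 6.0 Bis-Tris with DTT and Tween 20 | Technique: Fluorescence, 480/540 nm | Times: Reaction 20 min, ambient temperature | Doses: Single compound dose of 20 µM, 1% DMSO final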
Numbers without * were called inactive.

COc1ccc(C(C)=O)cc1CN1C(=O)C(C)ON=C1c1cccc(C(F)(F)F)c1 (centres undefined) was read as TbMetRS inhib -0.9, CendR NRP1 mod -16, SKN-1 block 35*, DNMT1 inh 0, NadD block 1, SUMO1 PPI mod 0, Neddylation inh inactive, LMPTP block -0.1 and STEP block -1.
Screening Cc1ccc(C(=O)CSc2ccc(-c3cccnc3)nn2)cc1 returned TbMetRS inhib -0.2, CendR NRP1 mod 2, SKN-1 block -11, DNMT1 inh -1, NadD block -1, SUMO1 PPI mod -3, Neddylation inh inactive, Scp1 inh -8, LMPTP block -0.8 and STEP block 3.
Screening O=c1[nH]c(SCc2cccc(Cl)c2)nc2ccccc12 returned TbMetRS inhib 0.6, CendR NRP1 mod 3, SKN-1 block 4, DNMT1 inh -1, NadD block -1, SUMO1 PPI mod 0, Neddylation inh inactive, Scp1 inh -9, LMPTP block -0.3 and STEP block 1.
Screening CCCN1C(=O)c2ccccc2NC1c1ccc(OC)cc1OC (centres undefined) returned TbMetRS inhib -0.7, CendR NRP1 mod -5, SKN-1 block 1, DNMT1 inh 0, NadD block 5, SUMO1 PPI mod 1, Scp1 inh -2, LMPTP block -0.2 and STEP block 1.
CC(=O)N1CCN(S(=O)(=O)c2cccc(C(=O)NNC(=O)COc3ccc(F)cc3)c2)CC1 was read as TbMetRS inhib 0.3, CendR NRP1 mod 0, SKN-1 block -8, DNMT1 inh 0, NadD block -5, SUMO1 PPI mod 0, Neddylation inh inactive, Scp1 inh 5, LMPTP block 2.3 and STEP block -1.
Cc1cc(Cl)ccc1NC(=S)NC(C)(C)C was read as TbMetRS inhib -0.2, CendR NRP1 mod 15, SKN-1 block -4, DNMT1 inh -1, NadD block 2, SUMO1 PPI mod 3, Neddylation inh inactive, Scp1 inh -6, LMPTP block 0.5 and STEP block 4.
O=[N+]([O-])c1cccc(-c2nnc3cccc(Cl)n23)c1 was read as TbMetRS inhib 0.4, CendR NRP1 mod 1, SKN-1 block -8, DNMT1 inh 2, NadD block 2, SUMO1 PPI mod -16, Neddylation inh inactive, Scp1 inh -2, LMPTP block 0.2 and STEP block -3.
`COc1ccc(CCN2CCCn3c2nc2c3c(=O)[nH]c(=O)n2C)cc1OC` gave TbMetRS inhib -0.5, CendR NRP1 mod 21, SKN-1 block 16, DNMT1 inh -3, NadD block -6, SUMO1 PPI mod 7, Neddylation inh inactive, Scp1 inh -7, LMPTP block -0.4 and STEP block -5.
CC(C(=O)O/N=C(\N)c1cccnc1)c1ccc([N+](=O)[O-])cc1 (centres undefined) was read as TbMetRS inhib 0.1, CendR NRP1 mod 2, SKN-1 block 4, DNMT1 inh -3, NadD block 0, SUMO1 PPI mod -15, Neddylation inh inactive, Scp1 inh 0, LMPTP block 1.5 and STEP block 0.
`O=C(Nc1ccc(F)c(Cl)c1)c1ccccc1NC(=O)C1CCCCC1C(=O)O` (centres undefined) gave TbMetRS inhib 0.1, CendR NRP1 mod 7, SKN-1 block -9, DNMT1 inh -1, NadD block -9, SUMO1 PPI mod -1, Neddylation inh inactive, Scp1 inh 8, LMPTP block 0.2 and STEP block -4.
`CN(C)C(=O)N1CCC(C(=O)NCC2CCCO2)CC1` (centres undefined) gave TbMetRS inhib -0.1, CendR NRP1 mod -5, SKN-1 block 2, DNMT1 inh 3, NadD block -2, SUMO1 PPI mod 0, Neddylation inh inactive, Scp1 inh -1, LMPTP block -2.3 and STEP block 0.
For O=C(N/N=C/c1ccc(-c2cccc([N+](=O)[O-])c2)o1)c1cccs1 the results were TbMetRS inhib -0.3, CendR NRP1 mod 5, SKN-1 block 7, DNMT1 inh 1, NadD block 13, SUMO1 PPI mod 6, Neddylation inh inactive, Scp1 inh -9, LMPTP block 2.5 and STEP block 1.
For O=C(O)c1ccc(N/N=C/C=C/c2ccccc2[N+](=O)[O-])cc1 the results were TbMetRS inhib -0.7, CendR NRP1 mod -1, SKN-1 block 3, DNMT1 inh -7, NadD block -9, SUMO1 PPI mod -12, Neddylation inh inactive, Scp1 inh -3, LMPTP block 0.6 and STEP block -2.
Screening COCCN(C(=O)COC(=O)c1cc(C)n(-c2ccccc2)c1C)c1c(N)n(Cc2ccccc2)c(=O)[nH]c1=O returned TbMetRS inhib -0.6, CendR NRP1 mod -2, SKN-1 block -2, DNMT1 inh -4, NadD block 7, SUMO1 PPI mod 3, Neddylation inh inactive, Scp1 inh 21, LMPTP block 2.6 and STEP block 0.
Screening Cn1nc(-c2ccc(NCCO)c([N+](=O)[O-])c2)c2ccccc2c1=O returned TbMetRS inhib -2.0, CendR NRP1 mod 4, SKN-1 block 7, DNMT1 inh 1, NadD block -2, SUMO1 PPI mod -31, Neddylation inh inactive, Scp1 inh -2, LMPTP block 1.3 and STEP block -1.
For Cc1cc(NC(=O)C2CCN(C(=O)c3ccco3)CC2)ccc1Br the results were TbMetRS inhib -0.3, CendR NRP1 mod 14, SKN-1 block 8, DNMT1 inh -12, NadD block -1, SUMO1 PPI mod -1, Neddylation inh inactive, Scp1 inh -6, LMPTP block -1.2 and STEP block 0.
`CCOC(=O)c1c(C)nc2sc3c(=O)n(-c4ccc(C(C)=O)cc4)cnc3c2c1-c1ccc(OC)cc1` gave TbMetRS inhib -0.1, CendR NRP1 mod 13, SKN-1 block 18, DNMT1 inh -7, NadD block -3, SUMO1 PPI mod -2, Neddylation inh inactive, Scp1 inh -4, LMPTP block 1.8 and STEP block -6.
For OC[C@H]1O[C@H](OC[C@H]2O[C@H](OC[C@H]3O[C@H](O[C@]4(CO)O[C@H](CO)[C@@H](O)[C@@H]4O)[C@H](O)[C@@H](O)[C@@H]3O)[C@H](O)[C@@H](O)[C@H]2O)[C@H](O)[C@@H](O)[C@H]1O the results were TbMetRS inhib -0.5, CendR NRP1 mod -2, SKN-1 block 98, DNMT1 inh -3, NadD block 3, SUMO1 PPI mod 2, Neddylation inh inactive, Scp1 inh -9, LMPTP block -1.4 and STEP block -5.
`CCOC(=O)CNC(=S)N(CCCN1CCN(C)CC1)Cc1cccs1` gave TbMetRS inhib -1.2, CendR NRP1 mod 3, SKN-1 block -8, DNMT1 inh 0, NadD block -3, SUMO1 PPI mod -3, Neddylation inh inactive, Scp1 inh 5, LMPTP block -0.5 and STEP block 0.
CCN(CC)C(=O)Cc1cc(C(=O)O)c2ccccc2n1 was read as TbMetRS inhib -0.3, CendR NRP1 mod -6, SKN-1 block 1, DNMT1 inh 0, NadD block -3, SUMO1 PPI mod 9, Neddylation inh inactive, Scp1 inh -3, LMPTP block -1.2 and STEP block -1.
Screening CN(C)Cc1c(C(=O)N/N=C/c2ccccc2OCc2c(F)cccc2Cl)nnn1-c1nonc1N returned TbMetRS inhib -0.9, CendR NRP1 mod 6, SKN-1 block 2, DNMT1 inh -5, NadD block 9, SUMO1 PPI mod 7, Neddylation inh inactive, Scp1 inh 3, LMPTP block 5.0 and STEP block 0.
Screening Cc1ccccc1OC1(C)CCN(Cc2ccc(-c3ccccn3)cc2)C1 (centres undefined) returned TbMetRS inhib -0.4, CendR NRP1 mod -14, SKN-1 block 3, DNMT1 inh 5, NadD block 3, SUMO1 PPI mod 1, Neddylation inh inactive, LMPTP block 2.4 and STEP block 2.
For O=C1OCCN1N1CCOC1=O the results were TbMetRS inhib -0.2, CendR NRP1 mod -7, SKN-1 block -16, DNMT1 inh -4, NadD block 0, SUMO1 PPI mod -2, Neddylation inh inactive, Scp1 inh -1, LMPTP block 0.0 and STEP block -3.
For O=S(=O)(Nc1ccncc1Cl)c1cc(Cl)ccc1Cl the results were TbMetRS inhib -0.1, CendR NRP1 mod 0, SKN-1 block -4, DNMT1 inh 0, NadD block -2, SUMO1 PPI mod 0, Neddylation inh inactive, Scp1 inh -1, LMPTP block -1.3 and STEP block -2.
`CC(=O)Nc1cccc(N2C(=O)CCC2=O)c1` gave TbMetRS inhib -0.5, CendR NRP1 mod 14, SKN-1 block 0, DNMT1 inh 1, NadD block -2, SUMO1 PPI mod -1, Neddylation inh inactive, Scp1 inh -13, LMPTP block -0.6 and STEP block -3.
For CCOc1cc(C(=O)N2CCN(C/C=C/c3ccccc3)CC2)cc(OCC)c1OCC the results were TbMetRS inhib -1.1, CendR NRP1 mod 14, SKN-1 block 6, DNMT1 inh 3, NadD block 2, SUMO1 PPI mod -2, Neddylation inh inactive, Scp1 inh -5, LMPTP block 1.4 and STEP block 16.
Screening COc1ccc(-c2cc(=O)oc3cc(OCC(=O)NCC4CCC(C(=O)O)CC4)ccc23)cc1 (centres undefined) returned TbMetRS inhib -0.1, CendR NRP1 mod -9, SKN-1 block -1, DNMT1 inh -5, NadD block -1, SUMO1 PPI mod -18, Neddylation inh inactive, Scp1 inh 12, LMPTP block -1.7 and STEP block -3.
Screening COc1ccc(CCn2c(C)cc(C(=O)COC(=O)c3ccc(NC(=O)CC#N)cc3)c2C)cc1 returned TbMetRS inhib 0.6, CendR NRP1 mod -25, SKN-1 block 5, DNMT1 inh 8, NadD block 40*, SUMO1 PPI mod 21, Neddylation inh inactive, Scp1 inh -11, LMPTP block 5.4 and STEP block 1.
